CRFR2-BP antag: CRF-BP/CRF-R2 complex antagonism. HEK293 CRF-R2/CRF-BP, CRF-induced calcium fluorescence. inhibition, % at 11.8 µM. 350,000 tested, 0.59% active;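 active = inhibition of the ligand-induced calcium signal above about 50% at the single tested concentration, limit read from the data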
CHRM4 agonist: agonists of human muscarinic M4 receptor (CHRM4); P08173; CHO-K1 hM4/Gqi5, Fluo-8 calcium fluorescence; vehicle 0%, full acetylcholine response 100%; activation, % at 3 µM; 360,000 tested, 0.14% active;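 active = activation above the run mean over all test wells plus 3 SD, cut at about 32% in these data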;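 note: peak over basal fluorescence ratio per well then scaled between controls; 0% = DMSO wells and 100% = acetylcholine at EC100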
Target sequence (P08173 whole entry, looked up): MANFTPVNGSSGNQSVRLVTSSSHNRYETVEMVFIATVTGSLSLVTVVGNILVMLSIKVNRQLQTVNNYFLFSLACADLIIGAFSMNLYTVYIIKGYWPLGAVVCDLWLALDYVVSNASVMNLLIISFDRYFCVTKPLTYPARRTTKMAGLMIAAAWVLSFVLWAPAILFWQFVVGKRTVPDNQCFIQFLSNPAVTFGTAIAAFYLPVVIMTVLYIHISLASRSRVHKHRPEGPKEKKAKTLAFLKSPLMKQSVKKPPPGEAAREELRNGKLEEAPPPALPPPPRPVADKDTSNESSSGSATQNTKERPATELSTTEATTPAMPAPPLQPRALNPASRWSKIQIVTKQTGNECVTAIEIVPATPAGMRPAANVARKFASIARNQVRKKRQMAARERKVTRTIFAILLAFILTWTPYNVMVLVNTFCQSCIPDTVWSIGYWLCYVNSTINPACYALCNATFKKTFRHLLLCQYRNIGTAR
CRFBP-R2 agonist: CRF-BP/CRF-R2 complex agonism | HEK293 CRF-R2/CRF-BP, calcium dye fluorescence (FLIPR); percent of saturating CRF peptide response | 350,000 tested, 0.46% active | activation, % at 13.2 µM;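 active = activation of at least 50%, plus an integration ratio under a set limit after plate pattern correction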;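 note: plate controls were neutral control wells without compound for no effect and CRF at EC100 for full effect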
M5 antag: blocks acetylcholine activation of human M5 receptor; P08912; CHO-hM5 cells, Fluo-8 calcium fluorescence, ACh EC80; inhibition, % at 3 µM; 360,000 tested, 0.59% active; AID 624040;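 active = inhibition above a per-plate cutoff, the mean of that plate's test compounds plus 3 SD, cut at about 27% in these data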;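 note: 0% = acetylcholine EC80 with DMSO and 100% = DMSO without agonist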
M1 PAM: human CHRM1 positive allosteric modulation. P11229. CHO-K1 hM1, Fluo-8 calcium fluorescence, ACh EC20; 0% = ACh EC20, 100% = maximal ACh. activation, % at 3 µM. 360,000 tested, 0.088% active; in the data active = activation above about 19%, passing the limit was not always enough
Target sequence (P11229 whole entry, looked up): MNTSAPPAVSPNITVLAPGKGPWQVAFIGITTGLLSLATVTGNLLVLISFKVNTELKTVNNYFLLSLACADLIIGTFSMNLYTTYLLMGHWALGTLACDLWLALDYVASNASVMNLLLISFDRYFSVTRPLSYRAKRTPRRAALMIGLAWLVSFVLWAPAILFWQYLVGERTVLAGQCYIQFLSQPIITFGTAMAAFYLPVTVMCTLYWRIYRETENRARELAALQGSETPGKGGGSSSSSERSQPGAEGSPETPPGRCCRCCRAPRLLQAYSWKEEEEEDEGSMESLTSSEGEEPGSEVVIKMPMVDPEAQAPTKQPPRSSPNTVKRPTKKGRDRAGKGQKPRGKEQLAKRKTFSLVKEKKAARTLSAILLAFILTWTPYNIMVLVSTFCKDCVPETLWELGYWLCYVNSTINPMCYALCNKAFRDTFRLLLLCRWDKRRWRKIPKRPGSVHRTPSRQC
CHRM5 agonist: CHRM5 agonism in calcium assay; P08912; CHO-K1 hM5 cells, Fluo-8 calcium fluorescence; 0% DMSO wells, 100% maximal acetylcholine response; activation, % at 3 µM; 360,000 tested, 0.19% active; AID 624037;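 active = activation above the run's mean over test compounds plus 3 SD, cut at about 23% in these data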;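 note: signal is peak over basal fluorescence ratio across the kinetic read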
M5 PAM: positive allosteric modulators of human muscarinic M5 receptor | P08912 | CHO-K1 hM5, Fluo-8 calcium, ACh EC20 PAM; 0% = ACh EC20, 100% = ACh EC100 | activation, % at 3 µM | 360,000 tested, 0.3% active;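 active = activation above the run cutoff, the mean activation of all test compounds plus 3 SD, cut at about 18% in these data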
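Measured by: Fluo-8 calcium fluorescence; material: human M5 receptor in CHO-K1 cells; schedule: Post-acetylcholine fluorescence recording 140 s; benchmarks: low control EC20 acetylcholine (0%), high control EC100 acetylcholine (100%); read-out: Max/basal fluorescence ratio as % of EC20–EC100 ACh window; compound: single dose, 3 µM nominal final test concentration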
M4 PAM: potentiates acetylcholine response at human M4 receptor; 360,000 tested, 0.4% active; activation, % at 3 µM; P08173; CHO-K1 hM4/Gqi5, Fluo-8 calcium fluorescence, ACh EC20; 0% = ACh EC20, 100% = maximal ACh; AID 624126;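 active = activation above its plate's cutoff, the mean activation of sample wells plus 3 SD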; note: some results filed as inactive read as strong as hits
M4 antag: antagonists of human muscarinic M4 receptor (CHRM4); P08173; 360,000 tested, 0.73% active; CHO-hM4 cells, ACh EC80, Fluo-8 calcium fluorescence; inhibition, % at 3 µM; AID 624125;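 active = inhibition above its plate's cutoff, the mean inhibition of sample wells plus 3 SD, cut at about 27% in these data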;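 note: 0% = acetylcholine EC80 with DMSO and 100% = DMSO without agonist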
* hit, by the source's call; . = no result given.

| nr | CRFR2-BP antag | CHRM4 agonist | CRFBP-R2 agonist | M5 antag | M1 PAM | CHRM5 agonist | M5 PAM | M4 PAM | M4 antag | Molecule |
| --- | --- | --- | --- | --- | --- | --- | --- | --- | --- | --- |
| 1 | -5 | 13 | -1.2 | 4 | -1 | 4 | -5 | -14 | 11 | CC(C)C(=O)Nc1cccc(NC(=S)NC(=O)c2ccccc2Cl)c1 |
| 2 | -15 | 1 | -0.2 | -1 | -1 | -4 | -2 | -3 | -4 | CCCS(=O)(=O)c1nc(S(=O)(=O)c2ccc(C)cc2)c(NCCCN2CCOCC2)s1 |
| 3 | 15 | 1 | 3.7 | 7 | 7 | -2 | 0 | -3 | -1 | CC(C)OCCCNC(=O)C1CC(=O)N(CCc2ccccc2)C1 (configuration not stated) |
| 4 | -2 | 0 | -2.8 | -5 | 4 | -2 | 2 | -3 | 1 | CSc1nnc(-c2ccccc2Cl)o1 |
| 5 | 15 | 1 | 11 | 19 | 10 | -1 | -3 | 20 | 0 | CCc1ccc([C@@H]2CC=C(C(=O)O)[C@H](c3ccccc3F)N2S(=O)(=O)c2ccc(C)cc2)cc1 |
| 6 | 11 | 3 | 0.8 | 6 | -8 | -4 | -2 | -3 | 1 | CCC(C)c1ccc(S(=O)(=O)N2CCN(C(=O)c3ccc(Cl)c(S(=O)(=O)N4CCOCC4)c3)CC2)cc1 (configuration not stated) |
| 7 | -4 | 0 | 0.7 | 12 | -1 | -7 | -17 | -1 | 8 | CC(C)c1ccc(NC(=O)C2CCCCN2S(=O)(=O)c2ccccc2)cc1 (configuration not stated) |
| 8 | 16 | 12 | 0.1 | 8 | -11 | 2 | -22 | -6 | 4 | Cc1ccc(CN(C)C(=O)c2cccc(S(=O)(=O)N3CCN(c4ccccc4)CC3)c2)cc1 |
| 9 | -2 | 7 | -0.3 | 13 | -7 | 4 | -2 | -5 | 5 | C[C@H](CO)N1C[C@H](C)[C@@H](CN(C)Cc2ccc(-c3ccccc3)cc2)Oc2c(NC(=O)Nc3ccc4c(c3)OCO4)cccc2C1=O |
| 10 | 14 | 1 | -1.1 | -7 | 1 | -3 | 3 | 8 | 4 | COCCNC(=O)CCCCCN1C(=O)CCC1=O |
| 11 | -31 | 0 | 5.4 | -10 | 8 | -4 | 19* | 8 | 0 | CCOc1ccc(NC(=NCc2ccc3c(c2)OCO3)SC2CC(=O)N(c3ccc(OCC)cc3)C2=O)cc1 (configuration not stated) |
| 12 | 0 | 1 | 1.2 | -5 | 1 | 0 | -2 | -2 | -5 | CCCC(=O)c1c[nH]c(C(=O)NCCc2ccccn2)c1 |
| 13 | 5 | 7 | 0.6 | 12 | -4 | -4 | -6 | -2 | 2 | Cc1cc(C)c(-c2c(N)cc(Br)cc2Br)c(N)c1 |
| 14 | -42 | 1 | 3.2 | 12 | -4 | -3 | -9 | 0 | 3 | Cc1cc(NC(=O)/C=C/c2ccccc2Cl)n(-c2nc3ccccc3[nH]2)n1 |
| 15 | -1 | 0 | -1.1 | -4 | 5 | -2 | 3 | 1 | 2 | CC(C)Oc1ccccc1/C=N/NC(=O)C1CC1 |
| 16 | -5 | 6 | -0.4 | -2 | -5 | 4 | -6 | 31* | 40* | Cc1cccc(N2CCN(C(=O)CCn3c(=S)[nH]c4cc5c(cc4c3=O)OCO5)CC2C)c1 (configuration not stated) |
| 17 | -1 | 2 | 1.6 | 6 | 0 | -2 | -2 | -5 | 3 | CC(=O)c1ccc(NC(=O)c2cc3ccccc3o2)cc1 |
| 18 | -6 | 8 | -2.1 | 9 | -6 | 5 | -9 | -2 | -4 | O=C(CNc1ccc(Br)cc1)Nc1cccc(S(=O)(=O)N2CCCC2)c1 |
| 19 | -11 | 1 | -0.2 | 0 | -1 | -4 | 0 | 2 | -3 | Cc1noc(C)c1S(=O)(=O)N(C)CC(=O)NCc1ccccc1 |
| 20 | -10 | 1 | 2.6 | 9 | -5 | -1 | 0 | -1 | -3 | Cc1ccccc1-n1c(C)nnc1SCC(=O)NC1CCCc2ccccc21 (configuration not stated) |
| 21 | -7 | 2 | 11 | -5 | 4 | 0 | 1 | -2 | -5 | O=C(NCC1CCOCC1)c1cc(COc2ccc(F)cc2F)on1 |
| 22 | -15 | 2 | 0.8 | 7 | 1 | -3 | 7 | 1 | -3 | O=C(CCc1ccccc1)N1CCN(c2ccc(F)cc2)CC1 |
| 23 | 23 | 0 | 3.5 | -6 | -2 | -6 | -4 | 2 | -18 | Clc1cccc(NCc2nnc(SCc3ccc(Cl)cc3Cl)o2)c1 |
| 24 | -15 | 2 | -2.1 | 9 | 11 | -3 | -1 | 1 | -8 | COc1ccc(CN2CCC3CC2c2cc(Cl)ccc23)cc1 (configuration not stated) |
| 25 | -5 | 0 | 2.5 | -4 | 13 | 2 | 4 | 13 | -3 | NC(=O)C1CCN(C(=O)c2ccc(NS(=O)(=O)c3ccc(Br)s3)cc2)CC1 |
| 26 | -1 | 1 | -1.9 | 0 | 10 | -1 | 1 | 9 | 2 | Fc1ccc(-c2nn3c(C4COc5ccccc5O4)nnc3s2)cc1 (configuration not stated) |
| 27 | 5 | 2 | -2.3 | 5 | 6 | -1 | -6 | -7 | -4 | Cc1cc(C(=O)CSc2nc(N)cc(=O)[nH]2)c(C)n1CCc1ccc(F)cc1 |
| 28 | 23 | 0 | 28 | -2 | 5 | 0 | -3 | 5 | 2 | CCOC(=O)N1CCN(C(=O)Cn2ncn3nc(-c4cccs4)cc3c2=O)CC1 |
| 29 | -2 | 1 | -2.9 | -2 | 6 | 2 | 1 | 2 | -6 | COc1cc([C@H]2Oc3c(OC)cc(CCCO[C@@H]4O[C@H](CO)[C@@H](O)[C@H](O)[C@H]4O)cc3[C@@H]2CO)ccc1O |
| 30 | -15 | 0 | -0.2 | 7 | 0 | -3 | -5 | -2 | 20 | COc1ccccc1NC(=O)CN(Cc1ccco1)C(=O)c1ccc(=O)[nH]c1 |

Gathered by group: those above with two or more sulfur atoms
| nr | CRFR2-BP antag | CHRM4 agonist | CRFBP-R2 agonist | M5 antag | M1 PAM | CHRM5 agonist | M5 PAM | M4 PAM | M4 antag | Molecule |
| --- | --- | --- | --- | --- | --- | --- | --- | --- | --- | --- |
| 2 | -15 | 1 | -0.2 | -1 | -1 | -4 | -2 | -3 | -4 | CCCS(=O)(=O)c1nc(S(=O)(=O)c2ccc(C)cc2)c(NCCCN2CCOCC2)s1 |
| 6 | 11 | 3 | 0.8 | 6 | -8 | -4 | -2 | -3 | 1 | CCC(C)c1ccc(S(=O)(=O)N2CCN(C(=O)c3ccc(Cl)c(S(=O)(=O)N4CCOCC4)c3)CC2)cc1 (configuration not stated) |
| 25 | -5 | 0 | 2.5 | -4 | 13 | 2 | 4 | 13 | -3 | NC(=O)C1CCN(C(=O)c2ccc(NS(=O)(=O)c3ccc(Br)s3)cc2)CC1 |

Arranged by the number under CHRM5 agonist (descending): 6 from the list above.
No. | mol | CRFR2-BP antag | CHRM4 agonist | CRFBP-R2 agonist | M5 antag | M1 PAM | CHRM5 agonist | M5 PAM | M4 PAM | M4 antag
18 | O=C(CNc1ccc(Br)cc1)Nc1cccc(S(=O)(=O)N2CCCC2)c1 | -6 | 8 | -2.1 | 9 | -6 | 5 | -9 | -2 | -4
16 | Cc1cccc(N2CCN(C(=O)CCn3c(=S)[nH]c4cc5c(cc4c3=O)OCO5)CC2C)c1 (configuration not stated) | -5 | 6 | -0.4 | -2 | -5 | 4 | -6 | 31* | 40*
25 | NC(=O)C1CCN(C(=O)c2ccc(NS(=O)(=O)c3ccc(Br)s3)cc2)CC1 | -5 | 0 | 2.5 | -4 | 13 | 2 | 4 | 13 | -3
21 | O=C(NCC1CCOCC1)c1cc(COc2ccc(F)cc2F)on1 | -7 | 2 | 11 | -5 | 4 | 0 | 1 | -2 | -5
24 | COc1ccc(CN2CCC3CC2c2cc(Cl)ccc23)cc1 (configuration not stated) | -15 | 2 | -2.1 | 9 | 11 | -3 | -1 | 1 | -8
23 | Clc1cccc(NCc2nnc(SCc3ccc(Cl)cc3Cl)o2)c1 | 23 | 0 | 3.5 | -6 | -2 | -6 | -4 | 2 | -18

(list continues)
| nr | CRFR2-BP antag | CHRM4 agonist | CRFBP-R2 agonist | M5 antag | M1 PAM | CHRM5 agonist | M5 PAM | M4 PAM | M4 antag | Molecule |
| --- | --- | --- | --- | --- | --- | --- | --- | --- | --- | --- |
| 31 | 9 | 1 | -0.3 | 4 | 7 | 1 | 0 | 0 | 1 | COC(=O)N(C)C[C@@H]1OCc2cn(nn2)CCCC(=O)N([C@@H](C)CO)C[C@H]1C |
| 32 | 6 | 0 | -0.1 | -1 | -3 | 2 | -5 | 0 | 8 | O=C(NC1CCCC1)C1C2C=CC3(CN(Cc4cccs4)C(=O)C13)O2 (configuration not stated) |
| 33 | . | 7 | . | 0 | 0 | 0 | -6 | -1 | 6 | COc1cccc(-c2cnc3c(NC=O)cc(-c4ccncc4)cn23)c1 |
| 34 | 0 | 3 | -1.4 | 1 | -5 | -1 | -2 | -4 | 8 | CC(C)c1nnc2c(N(C)S(=O)(=O)c3ccccc3)nc3ccccc3n12 |
| 35 | 7 | 1 | -1.6 | -4 | 4 | 3 | 5 | -1 | 2 | CN1C(=S)SC2CS(=O)(=O)CC21C (configuration not stated) |
| 36 | 10 | 0 | -1.2 | 2 | 6 | 0 | -4 | 0 | 1 | O=C1C2C3C=CC(C3)C2C(=O)N1c1ccc2ccccc2n1 (configuration not stated) |
| 37 | 3 | 1 | -0.5 | 2 | 17 | -4 | 0 | 5 | 4 | Cc1ccccc1C(=O)NCC(=O)NNC(=O)CCN1CCN(c2ccccc2)CC1 |
| 38 | 33 | 0 | 0.0 | 5 | 7 | -2 | 1 | 3 | -2 | CCOc1ccc(N2CC(C(=O)Nc3ccc(OC)c(S(=O)(=O)N4CCCCC4)c3)CC2=O)cc1 (configuration not stated) |
| 39 | 4 | 3 | 0.7 | 4 | -2 | -12 | -37 | -2 | 0 | COc1cc(/C=N/O)cc(Br)c1OS(=O)(=O)c1ccc(C)cc1 |
| 40 | 5 | 1 | -0.6 | -4 | 7 | -9 | -8 | -1 | -2 | CCOC(=O)CSC1=Nc2ccccc2C2=NC(CC(=O)NCc3ccccc3)C(=O)N12 (configuration not stated) |
| 41 | -19 | 2 | 3.2 | 4 | 4 | 0 | -1 | 4 | 1 | Cc1cc(C)nc(SCc2nnc(SCC(=O)Nc3nc(-c4ccccc4)cs3)n2C)n1 |
| 42 | -13 | 1 | 0.0 | 7 | -4 | 4 | -8 | 0 | -6 | CCN(N=O)c1ccc(C=C2C=Cc3ccccc32)cc1 |
| 43 | 6 | 9 | 0.1 | 8 | -5 | 1 | -11 | -14 | 2 | COC(CN(C)C(C(=O)NC1CCCCC1)c1ccccc1)OC (configuration not stated) |
| 44 | 4 | 0 | -0.9 | -5 | 6 | -2 | -2 | -3 | 6 | COC(CNC(=O)Cn1ncc2ccsc2c1=O)OC |
| 45 | 1 | 0 | -0.2 | 6 | 8 | 2 | 2 | 9 | -5 | CCCCc1cc(=O)oc2cc(C)cc(OCC(=O)NC(Cc3ccc(Cl)cc3)C(=O)O)c12 (configuration not stated) |
| 46 | 5 | 1 | 3.8 | -1 | 12 | -1 | 4 | 1 | 4 | COc1cccc(CN2CCNC(=O)C2CC(=O)NCCc2nc(C)c(C)s2)c1OC (configuration not stated) |

High-throughput results: PubChem BioAssay, several laboratories
